Bioassay records deposited in PubChem BioAssay by several laboratories.
SKKanGAS inh = S. pyogenes SKKanGAS growth inhibitors in kanamycin, primary screen, streptokinase expression inhibitor project, SKKanGAS strain, BacTiter-Glo luminescence. 6 h. inhibition, % at 7.5 µM. 300,000 tested, 1.3% active. AID 1662, 2009;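 active = mean replicate score, as percent of positive control median, at least 50; inconclusive = mean below 50 but one replicate at or above 50; inactive = mean and every replicate below 50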;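 also: strain carries kanamycin resistance gene driven by streptokinase promoter and grows in 40 µg/ml kanamycin; loss of luminescence reflects streptokinase promoter inhibition or plain growth inhibition; 0% = median of DMSO wells and 100% = positive control at its reference dose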
MrgX1 PAM = positive allosteric modulators of MrgX1, primary screen, HEK293 cells, Fluo-4 calcium flux. Mas-related G-protein coupled receptor member X1 (Homo sapiens), Q96LB2. FDSS; hits give high values. B-score at 10 µM. 310,000 tested, 0.63% active. AID 588675, 2011;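 active = plate-corrected calcium response at least 3 library SD above typical, normal starting fluorescence, not activating the receptor alone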;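 also: compound read alongside a low EC10 to EC30 dose of BAM8-22 agonist; peak minus trough fluorescence over baseline measured at the second addition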
Target sequence (Q96LB2 whole entry, looked up): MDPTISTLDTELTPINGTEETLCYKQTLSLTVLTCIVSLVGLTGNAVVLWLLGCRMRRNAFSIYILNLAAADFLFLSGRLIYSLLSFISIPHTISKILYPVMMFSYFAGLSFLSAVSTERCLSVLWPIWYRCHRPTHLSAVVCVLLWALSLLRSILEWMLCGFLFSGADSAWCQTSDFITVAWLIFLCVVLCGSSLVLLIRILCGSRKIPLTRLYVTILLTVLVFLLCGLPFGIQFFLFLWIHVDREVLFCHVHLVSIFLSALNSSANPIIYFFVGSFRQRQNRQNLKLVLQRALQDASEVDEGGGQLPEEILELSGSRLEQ
TMEM16A inh = TMEM16A chloride channel inhibitors, primary screen, cell-based, HTS | HEK293 TMEM16A/YFP iodide influx fluorescence, ionomycin | normalized B-score (activity score, 25-100; higher = stronger inhibition) at 10 µM | 310,000 tested, 1.2% active | AID 588511, 2011;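 active = ratio plate-corrected score three or more library SD toward inhibition, starting fluorescence score within five deviations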;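 also: score derived from kinetic fluorescence span divided by baseline fluorescence per well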
MrgX1 ag = agonists of human MrgX1 receptor, primary screen, HEK293 cells, Fluo-4 calcium flux | Fluo-4 calcium fluorescence, agonist mode; hits give high values | AID 588627, 2011 | Mas-related G-protein coupled receptor member X1 (Homo sapiens), Q96LB2 | 310,000 tested, 0.44% active | B-score at 10 µM;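 active = calcium response B-score plate-corrected fluorescence ratio at least 3 library SD, with starting fluorescence B-score inside 5 SD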
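Test system: Stable human MrgX1 HEK293 cell line | Schedule: Overnight plating before 1 h dye loading | Read-out basis: Baseline-normalised fluorescence change ratio, B-scored | Detection: Kinetic calcium dye fluorescence, Fluo-4 NW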
HDAC3 inh = HDAC3 deacetylase inhibitors, primary screen, biochemical, fluorescence, cell-free homogeneous | 320,000 tested, 0.15% active | Histone deacetylase 3 (Homo sapiens), O15379 | AID 2718, 2010 | recombinant HDAC3, fluorogenic peptide/trypsin coupled | inhibition, % at 8.3 µM; in the data active = inhibition above about 26%, passing the limit was not always enough; inconclusive = no clear call, values can overlap the other calls
Target sequence (O15379 whole entry, looked up): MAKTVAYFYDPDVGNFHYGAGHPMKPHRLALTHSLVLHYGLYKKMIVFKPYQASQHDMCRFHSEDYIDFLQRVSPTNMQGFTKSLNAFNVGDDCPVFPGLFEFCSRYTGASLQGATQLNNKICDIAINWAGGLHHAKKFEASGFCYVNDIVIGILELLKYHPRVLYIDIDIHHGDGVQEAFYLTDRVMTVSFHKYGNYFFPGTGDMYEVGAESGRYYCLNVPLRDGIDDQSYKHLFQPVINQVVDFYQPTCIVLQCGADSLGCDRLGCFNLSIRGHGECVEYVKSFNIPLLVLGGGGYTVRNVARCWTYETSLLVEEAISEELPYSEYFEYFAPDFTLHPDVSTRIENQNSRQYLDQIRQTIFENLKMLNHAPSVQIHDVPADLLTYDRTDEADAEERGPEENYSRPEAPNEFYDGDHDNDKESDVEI
MrgX1 antagonist = antagonists of human MrgX1 receptor, primary screen, HEK293 cells, Fluo-4 calcium flux | B-score at 10 µM | Mas-related G-protein coupled receptor member X1 (Homo sapiens), Q96LB2 | 310,000 tested, 1.3% active | BAM8-22 antagonism; hits give low values;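 active = calcium-response B-score plate-corrected more than 3 library SD below zero, starting fluorescence within 5 deviations, no agonist response on first addition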;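 also: peak minus trough fluorescence over baseline after final BAM8-22 challenge near maximal dose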
ANO1 activ = TMEM16A chloride channel activators or potentiators, primary screen, cell-based, HTS; HEK293 TMEM16A/YFP-H148Q/I152L, iodide quench fluorescence; hits give low values; 340,000 tested, 0.3% active; AID 623877, 2012; Anoctamin-1 (Mus musculus), Q8BHY3; B-score at 10 µM;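 active = fluorescence-ratio B-score plate-corrected deviation score at least 3 library SD below zero, with starting fluorescence score within 5 deviations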;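 also: channel opened by trigger with iodide after compound preincubation; score built on the fluorescence ratio of max minus min over baseline; more negative score means more quench and so TMEM16A activation or potentiation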
RGS4 act = RGS4 potentiators or activators, primary screen, cell-based, HEK293 M3R inducible RGS4, calcium flux. carbachol calcium flux Fluo4; hits give low values. B-score at 10 µM. 310,000 tested, 0.92% active;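 active = B-score of the integrated calcium signal more than 4 SD below the library mean, with starting fluorescence not abnormally high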;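 also: negative B-score means reduced calcium response which marks RGS4 activation or potentiation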
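Test system: HEK293 cells with stable M3R and inducible RGS4; also added: carbachol at ECmax as muscarinic agonist stimulus; schedule: dye loading 30 min 37 °C, buffer rest 30 min RT; technique: kinetic calcium fluorescence imaging with Fluo4-AM dye, 2 µM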
TRPC6 act = mouse TRPC6 channel activators, primary screen, cell-based, HEK293, membrane potential dye; Short transient receptor potential channel 6 (Mus musculus), Q61143; HEK293-TRPC6 membrane potential dye fluorescence; hits give high values; B-score at 10 µM; 310,000 tested, 0.13% active; AID 2550, 2010;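 active = B-score of the integrated fluorescence ratio above library mean plus 3 SD, and starting fluorescence ratio within library mean plus 5 SD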;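 also: higher score means more depolarization so channel activation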
RGS4 inh = RGS4 inhibitors, primary screen, cell-based, HEK293 M3R inducible RGS4, calcium flux | Regulator of G-protein signaling 4 (Homo sapiens), P49798 | Fluo-4 calcium flux; hits give high values; triggered by carbachol at its EC20 | 310,000 tested, 0.45% active | AID 463165, 2010 | B-score at 10 µM;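 active = B-score, a plate-corrected calcium signal, over three deviations above library mean, with baseline fluorescence within five deviations of library mean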;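 also: RGS4 expression induced by doxycycline in cells with stable M3 receptor; B-score is computed from the integrated fluorescence ratio over baseline after carbachol; higher B-score means a larger calcium signal and so more RGS4 inhibition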
Target sequence (P49798 whole entry, looked up): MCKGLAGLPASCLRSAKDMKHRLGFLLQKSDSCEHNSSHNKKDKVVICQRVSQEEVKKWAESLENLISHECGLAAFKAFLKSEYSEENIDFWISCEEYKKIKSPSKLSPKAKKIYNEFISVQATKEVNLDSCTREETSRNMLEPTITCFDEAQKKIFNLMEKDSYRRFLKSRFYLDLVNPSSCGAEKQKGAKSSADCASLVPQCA
TRPC6 inh = mouse TRPC6 channel inhibitors, primary screen, cell-based, HEK293, membrane potential dye; ACh-evoked depolarization; hits give low values; B-score at 10 µM; 310,000 tested, 1.1% active; AID 2553, 2010;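 active = B-score under library mean minus 3 SD, initial fluorescence not abnormally high, positive integrated signal ratio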;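 also: B-score derived from integrated fluorescence ratio over the kinetic read; more negative B-score means stronger inhibition of depolarization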
An asterisk follows results filed as active; i = inactive; u = inconclusive; x = no result given.

canonical_smiles,MrgX1 antagonist,SKKanGAS inh,HDAC3 inh,RGS4 act,TRPC6 inh,MrgX1 ag,MrgX1 PAM,TMEM16A inh,ANO1 activ,RGS4 inh,TRPC6 act
C=C(C)c1cccc(C(C)(C)NC(=O)NCC2CCCO2)c1 (centres undefined),i,-4,-1,i,i,i,i,i,i,i,i
CCOC(=O)CSc1nnc(-c2cccc(Br)c2)o1,i,-8,10,i,i,i,i,i,i,i,i
CCCS(=O)(=O)c1c(S(=O)(=O)CCC)c2c(N)cccn2c1C(=O)c1ccccc1,i,11,4,i,i,i,i,i,i,i,i
CCOC(=O)c1c(C)[nH]c(C(=O)CSc2nnc(C3CC3)n2N)c1C,i,12,3,i,i,i,i,i,i,i,i
CCN(C(=O)COC(=O)c1cccc(-n2cnnn2)c1)C1CCCCC1,i,-2,-4,i,i,i,i,i,i,i,i
CN(C)S(=O)(=O)c1ccc(NC(=O)c2ccccn2)cc1,i,2,-1,i,i,i,i,i,i,i,i
CC(NC(=O)C(Cc1ccccc1)NC(=O)c1ccccc1)C(=O)O (centres undefined),i,6,-1,i,i,i,i,i,i,i,i
O=C1CCC/C(=N\NC(=O)c2ccc(COc3cccc4cccnc34)cc2)C1,i,-1,-3,i,i,i,i,i,i,i,i
CCc1[nH]nc2c1C(c1cccc(OC(=O)N3CCOCC3)c1)C(C#N)=C(N)O2 (centres undefined),i,-3,7,i,i,i,i,i,i,i,i
O=C(Nc1ccccc1N1CCCCC1)C1CCN(C(=O)c2ccc(Cl)cc2)CC1,i,6,2,i,i,i,i,i,i,i,i
CC(c1ccc(Br)cc1)N1CC23C=CC(O2)C(C(=O)O)C3C1=O (centres undefined),i,-4,-7,i,i,i,i,i,i,i,i
CN(C)/N=C1\CCS(=O)(=O)c2sccc21,i,2,-3,i,i,i,i,i,i,i,i
CCCS(=O)(=O)Nc1c(OC)ccc2c1c(C(=O)OCC)c(C)n2C,i,0,2,i,i,i,i,i,i,i,i
CCc1ccc(OCC(=O)NC(=S)Nc2cccc(CO)c2)c(Br)c1,i,-2,7,i,i,i,i,i,i,i,i
CC1CCCC(CC(=O)O)(CC(=O)O)C1 (centres undefined),i,3,-1,i,i,i,i,i,i,i,i
O=C(CNC(=O)c1ccco1)NCC(=O)OC(C(=O)c1ccccc1)c1ccc(Cl)cc1 (centres undefined),i,2,6,i,i,i,i,i,i,i,i
CC1CC(=O)Nc2ccc([N+](=O)[O-])cc2N1C (centres undefined),i,-10,1,i,i,i,i,i,i,i,i
O=C(CSc1ccc2nnc(-c3cccnc3)n2n1)Nc1ccccc1C(F)(F)F,i,0,x,i,i,i,i,i,i,i,i
O=C(COc1ccc2c(c1)OCO2)NC12CC3CC(CC(C3)C1)C2,i,9,7,i,i,i,11*,i,i,i,i
CC(C)NC(=O)COCc1cc(-c2ccc3c(c2)OCO3)on1,i,-7,-2,i,i,i,i,i,x,i,i
Cc1ccc(N(Cc2ccccc2)C(=O)c2cccc(S(=O)(=O)N3CCOCC3)c2)cc1,i,-3,10,i,i,i,i,i,i,i,i
CC(C)(C)C(=O)N1CCC[C@@]1(CO)C(=O)O,i,3,-3,i,i,i,i,i,i,i,i
CCOc1ccc(N(C)S(=O)(=O)c2ccc(-c3cc(C)no3)s2)cc1,i,-7,13,i,i,i,i,i,i,i,i
Cc1ccccc1-c1nc(CS(=O)(=O)CC(=O)N(C)C2CCCCC2)c(C)o1,i,2,2,i,i,i,i,i,i,i,i
COc1cc2c(cc1OC)C(CC(=O)O)N(C(=O)CC1CCCC1)CC2 (centres undefined),i,-10,-4,i,i,i,i,i,i,i,i

Next entries follow.
canonical_smiles,MrgX1 antagonist,SKKanGAS inh,HDAC3 inh,RGS4 act,TRPC6 inh,MrgX1 ag,MrgX1 PAM,TMEM16A inh,ANO1 activ,RGS4 inh,TRPC6 act
Cc1cccc(C)c1NC(=O)CCc1nnc2ccc(N3CCCC3)nn12,i,-4,-7,i,i,i,i,i,i,i,i
CCn1ncc(CNC(=O)c2cccc([N+](=O)[O-])c2)c1C,i,5,3,i,i,i,i,i,x,i,i
CCN1CCN(CCc2nc3cc(NC(=O)COc4ccc(Cl)cc4)ccc3n2C)CC1,i,5,3,i,i,i,i,i,i,i,i
O=C(O)CCn1c(=S)oc2ccccc21,i,-5,-1,i,i,i,i,i,i,i,i
O=C(Nc1cccc(NC(=O)c2cccs2)c1)c1ccco1,i,0,3,i,i,i,i,i,i,i,i
COc1cc2nc(N3CCN(C(=O)[C@@H]4CCCO4)CC3)nc(N)c2cc1OC,i,-2,-21,i,i,i,i,i,i,i,i
N#C/C(=C\c1cn(-c2ccccc2)nc1-c1cccnc1)c1nnc2n1CCCCC2,i,2,7,i,i,i,i,i,i,i,i
O=C(COc1ccc2ccc(=O)oc2c1)N1CCN(C(=O)C2COc3ccccc3O2)CC1 (centres undefined),i,1,-3,i,i,i,i,i,i,i,i
O=C1CCCc2c1sc1nc3n(c(=O)c21)CCCCC3,i,0,7,i,i,i,i,i,i,i,i
Cn1c(CNC(=O)c2cccs2)n[nH]c1=S,i,5,3,i,i,i,i,i,i,i,i
Cc1ccccc1C(C(=O)NC1CCCCC1)N(C(=O)CNC(=O)c1ccco1)c1cccnc1 (centres undefined),i,0,0,i,i,i,i,i,i,i,i
Cn1cccc1Cc1nnc(SCC(=O)Nc2ccc(F)cc2)n1-c1ccc(F)cc1,i,2,4,i,i,i,i,i,i,i,i
O=C(O)c1ccccc1C(=O)NNc1ccc(F)cc1,i,-3,0,i,i,i,i,i,i,i,i
CCCCCc1nnc(NC(=O)Cc2cccs2)s1,i,7,4,i,i,i,i,i,i,i,i
Cc1cc(OCC(O)CN2C(C)CCCC2C)ccc1C(C)C (centres undefined),i,6,-1,i,i,i,i,i,i,i,i
CNC(=S)NNC(=O)c1ccc(=O)n(Cc2ccc(Cl)cc2Cl)c1,i,0,0,i,i,i,i,i,i,i,i
CCCCn1c(SCC(=O)Nc2cc(NC(=O)c3ccco3)ccc2C)nc2ccccc2c1=O,i,29,-3,i,i,i,i,i,i,i,i
CN(C)CCn1c(NC(=O)c2ccc(Cl)cc2)nc2ccccc21,i,-1,u,i,i,i,i,i,i,i,i
Cc1c(Nc2cc(N3CCCC(C)C3)c3nonc3c2[N+](=O)[O-])c(=O)n(-c2ccccc2)n1C (centres undefined),i,-2,1,i,i,i,i,i,i,i,i
O=C(CC12CC3CC(C1)CC(CC(=O)N1CCCC1)(C3)C2)N1CCCC1,i,-14,1,i,i,i,i,i,i,i,i
Cc1nn(C(=O)c2cccnc2)c(C)c1C,i,0,-1,i,i,i,i,i,i,i,i
C/C(CC(=O)Nc1ccc(Cl)cc1Cl)=N\NC(=O)C(=O)NCCO,i,-3,-1,i,i,i,i,i,i,i,i
CCOC(=O)C1=C(C)Nc2ccccc2N=C1NC(=O)Cc1ccc(OC)cc1,i,-2,6,i,i,i,i,i,i,i,i
CCc1cccc(CC)c1C(O)c1cccnc1 (centres undefined),i,3,4,i,i,i,i,i,i,i,i
O=C(O)c1ccc2c(c1)OCCOCCOCCOCCOCCO2,i,-8,-9,i,i,i,i,i,i,i,i

The list goes on:
canonical_smiles,MrgX1 antagonist,SKKanGAS inh,HDAC3 inh,RGS4 act,TRPC6 inh,MrgX1 ag,MrgX1 PAM,TMEM16A inh,ANO1 activ,RGS4 inh,TRPC6 act
O=C(CSC1CC(=O)N(CCc2ccccc2)C1=O)Nc1ccc(Br)cc1 (centres undefined),i,6,5,i,i,i,i,i,i,i,i
COc1ccc(C(=O)Nc2cccc(/C(C)=N/NC(=O)c3ccc([N+](=O)[O-])cc3)c2)cc1OC,i,11,-4,i,i,i,i,i,i,i,i
Nc1c(C(=O)Nc2ccccc2)c2nc3ccccc3nc2n1-c1ccc(O)cc1,i,37,x,i,i,i,i,i,i,i,i
O=C(Nc1ccc(Cl)cc1)NC1CCS(=O)(=O)C1 (centres undefined),i,-2,-8,i,i,i,i,i,i,i,i
Fc1ccc(C(c2nnnn2Cc2ccco2)N2CCN(C3CCCCC3)CC2)cc1 (centres undefined),i,-4,-1,i,i,i,i,i,i,i,i
O=C(Nc1ccc(OCC(F)(F)C(F)F)c(C(F)(F)F)c1)c1ccc(Cl)cc1,i,92*,3,-7.8*,i,i,i,100*,i,i,i
COC(=O)c1c(C(=O)OC)c(-c2cccc(Cl)c2)n2c1CS(=O)C2 (centres undefined),i,-7,6,i,i,i,i,i,i,i,i
COc1ccc(NC(=O)CSCc2ccc(C#N)cc2)c(OC)c1,i,0,3,i,i,i,i,i,i,i,i
Cc1ccc(C)c(C(=O)CC2(O)C(=O)Nc3ccccc32)c1 (centres undefined),i,-8,-7,i,i,i,i,i,i,i,i
Cc1nn(CC2CC2)c(=O)n1-c1ccccc1,i,0,0,i,i,i,i,i,i,i,i
Cc1csc(NC(=O)CSc2nc(=O)[nH]c3c2CCCC3)n1,i,-2,3,i,i,i,i,i,i,i,i
COc1cccc(-c2noc(C3CCCN(C(=O)CC(C)(C)C)C3)n2)c1 (centres undefined),i,-3,1,i,i,i,i,i,i,i,i
CCCCc1nc2sc3c(c2c(=O)n1NC(=O)c1ccco1)CC(C)(C)OC3,i,-8,3,i,i,i,i,i,i,i,i
Cn1c(SCC(=O)Nc2nccs2)nnc1-c1ccccn1,i,0,x,i,i,i,i,i,i,i,i
COc1ccc(C(C)(C)C)cc1S(=O)(=O)n1ccnc1C,i,-2,0,i,i,i,i,i,i,i,i
C=CCSc1nnc(Cn2c(=O)sc3ccccc32)n1C,i,2,1,i,i,i,i,i,i,i,i
